# Screens as filed in PubChem.
# BAP1 block – blocks human BAP1 ubiquitin-AMC hydrolysis. Q92560. recombinant BAP1, Ub-AMC hydrolysis fluorescence kinetic; hits give low values. activity remaining (% of control), % at 20 µM. hit rate 0.48% among 72,000. AID 436;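 active = activity remaining at or below 50% of control, provided the compound also passes the data quality filters; inactive = the rest, including low values that fail the filters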;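 note: 100% = DMSO wells rate and 0% = substrate alone blank rate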
# HePTP inhibitor – inhibitors of human HePTP phosphatase; recombinant HePTP phosphatase activity, OD absorbance; inhibition, % at 20 µM; hit rate 0.64% among 110,000; in the data active = inhibition above about 50%; inconclusive = no clear call, values can overlap the other calls;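 note: plate controls were vehicle for no effect and reference inhibitor for full effect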
# Target sequence (P35236 whole entry, looked up): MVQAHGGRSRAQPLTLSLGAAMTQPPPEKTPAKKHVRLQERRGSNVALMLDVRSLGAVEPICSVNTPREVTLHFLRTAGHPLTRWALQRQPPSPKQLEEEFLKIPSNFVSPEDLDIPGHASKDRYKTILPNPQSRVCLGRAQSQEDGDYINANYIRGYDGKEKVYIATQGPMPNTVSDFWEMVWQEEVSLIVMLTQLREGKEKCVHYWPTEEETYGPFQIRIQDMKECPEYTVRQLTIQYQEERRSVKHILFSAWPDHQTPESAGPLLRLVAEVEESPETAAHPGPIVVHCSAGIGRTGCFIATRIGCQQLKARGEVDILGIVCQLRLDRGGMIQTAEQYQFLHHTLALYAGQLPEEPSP
# * marks the source's active call; other numbers are inactive results; ? = inconclusive; / = not tested or not shown; & = joins results of further samples. A portion of the library (hit frequency here may not be typical).
# Sample of the layout:
# Each structure is followed by: BAP1 block	HePTP inhibitor
1: COC(=O)C1C2c3ccccc3OC1(C)N=c1s/c(=C/c3cnn(C)c3)c(=O)n12 (stereo not drawn)
    97.3	4.9
2: CC(C)N1CCN(Cc2ccc(Br)cc2)CC1
    /	3.5
3: CCOC(=O)c1ccc(N2C(=O)CC(N3CC=C(c4ccc(F)cc4)CC3)C2=O)cc1 (stereo not drawn)
    /	10.5
4: COc1ccc(C(=O)C(C)(C)NO)cc1
    112.7	16.6
5: COCCOC(=O)C1CN1C(Cc1ccccc1)C(=O)OC (stereo not drawn)
    /	-6.1

# Main list, from the first entry:
# Each structure is followed by: BAP1 block	HePTP inhibitor
1: COC(=O)C1C2c3ccccc3OC1(C)N=c1s/c(=C/c3cnn(C)c3)c(=O)n12 (stereo not drawn)
    97.3	4.9
2: CC(C)N1CCN(Cc2ccc(Br)cc2)CC1
    /	3.5
3: CCOC(=O)c1ccc(N2C(=O)CC(N3CC=C(c4ccc(F)cc4)CC3)C2=O)cc1 (stereo not drawn)
    /	10.5
4: COc1ccc(C(=O)C(C)(C)NO)cc1
    112.7	16.6
5: COCCOC(=O)C1CN1C(Cc1ccccc1)C(=O)OC (stereo not drawn)
    /	-6.1
6: Cc1ccccc1-n1c(/C=C/c2ccc(Br)cc2)nc2ccccc2c1=O
    /	-10.7
7: CN(Cc1ccccc1)Cc1ccccc1OC(=O)N(C)C
    99.8	1.4
8: Cc1cccn2c(=O)c3cc(C(=O)N4CCC5(CC4)OCCO5)n(C)c3nc12
    /	4.8
9: Cc1nc2nc(C)c(CCC(=O)N3CCC4(CC3)OCCO4)c(C)n2n1
    97.9	2.7
10: Cc1cc(C=C2C(=O)NC(=S)NC2=O)c(C)n1-c1ccc(Cl)cc1
    /	-4.7
11: COc1ccc(C2C(C(=O)N3CCC4(CC3)OCCO4)c3cc(OC)c(OC)cc3C(=O)N2C)cc1 (stereo not drawn)
    /	1.1
12: CN(C(=O)Cc1ccc(Cl)c(Cl)c1)C(CN1CCCC1)c1cccc(OCC(=O)O)c1 (stereo not drawn)
    96.0	/
13: Cc1noc(C)c1C(=O)N1CCC2(CC1)OCCO2
    119.6	9.6
14: Cc1[nH]c2ccccc2c1/C=N/O
    71.3	3.3
15: CCOC(=O)c1ccc(-c2ccc(C=C3C(=O)NC(=S)NC3=O)o2)cc1
    /	-8.0

# Looked up one by one from the list above (3):
# Each structure is followed by: BAP1 block	HePTP inhibitor
12: CN(C(=O)Cc1ccc(Cl)c(Cl)c1)C(CN1CCCC1)c1cccc(OCC(=O)O)c1 (stereo not drawn)
    96.0	/
13: Cc1noc(C)c1C(=O)N1CCC2(CC1)OCCO2
    119.6	9.6
1: COC(=O)C1C2c3ccccc3OC1(C)N=c1s/c(=C/c3cnn(C)c3)c(=O)n12 (stereo not drawn)
    97.3	4.9

# Remaining list, next part
# Each structure is followed by: BAP1 block	HePTP inhibitor
16: Cc1ccc(S(=O)(=O)NCC2CCC(C(=O)N3CCC4(CC3)OCCO4)CC2)cc1 (stereo not drawn)
    111.1	6.3
17: CC(=O)c1c(C)n(CC2CCCO2)c2ccc(O)cc12 (stereo not drawn)
    86.5	5.7
18: Cc1[nH]c2ccccc2c1C1=CCNCC1
    81.7	3.6
19: O=C(COc1ccc2ccccc2c1)N1CCN(Cc2ccc([N+](=O)[O-])cc2)CC1
    /	6.5
20: C=CCc1cc(/C=C2\C(=O)NC(=O)N(c3cc(C)cc(C)c3)C2=O)cc(OCC)c1O
    /	3.5
21: Cc1ccc(OCC(=O)N2CCN(C)CC2)c(Br)c1
    82.0	0.9&11.8
22: C=Cn1ccnc1P(=S)(c1nccn1C=C)C1CCCCC1
    /	-4.6
23: CN1C2CCC1CC(OC(c1ccccc1)c1ccc(Cl)cc1)C2 (stereo not drawn)
    88.2	/
24: O=C(Cn1c[n+]([N-][N+](=O)[O-])cn1)Nc1ccc([N+](=O)[O-])cc1
    /	6.5
25: COc1ccc(N2C(=O)NC(=O)/C(=C/c3cc4c(cc3Cl)OCO4)C2=O)cc1
    /	-14.0
26: CN1C2CCC1CC(OC(=O)CCN1CCCC1)C2 (stereo not drawn)
    80.3	16.4
27: O=[N+]([O-])N(CCCCN(CN1CCOCC1)[N+](=O)[O-])CN1CCOCC1
    /	2.8
28: COc1ccc(CCNCc2ccc(Cl)cc2)cc1
    /	-6.2
29: CCN(CC)C(=O)N[C@@H]1C[C@@H]2c3cccc4[nH]cc(c34)C[C@H]2N(C)C1
    89.8	/
30: COc1cc(CN2CCN(c3cc(C)ccc3C)CC2)ccc1O
    87.4	1.5

# One compound at a time (already shown). Values in the order: BAP1 block, HePTP inhibitor
# Entry for `COc1ccc(N2C(=O)NC(=O)/C(=C/c3cc4c(cc3Cl)OCO4)C2=O)cc1` → /, -14.0
# Entry for `CC(=O)c1c(C)n(CC2CCCO2)c2ccc(O)cc12` (stereo not drawn) → 86.5, 5.7
# Entry for `O=[N+]([O-])N(CCCCN(CN1CCOCC1)[N+](=O)[O-])CN1CCOCC1` → /, 2.8
# Entry for `COc1ccc(CCNCc2ccc(Cl)cc2)cc1` → /, -6.2

# Next section
# Each structure is followed by: BAP1 block	HePTP inhibitor
31: CCOP1(=S)Oc2cc3c(cc2C(C(=O)OC)(C(F)(F)F)O1)OCO3 (stereo not drawn)
    98.5	8.6
32: C=C(C)[C@H]1CN[C@H](C(=O)O)[C@H]1CC(=O)O
    99.8	/
33: CCC(C)N1C(=O)NC(=O)C2(Cc3c(ccc4ccccc34)N(C)C2)C1=O (stereo not drawn)
    65.9	-4.9
34: COC(C(=O)Nc1ccc(Br)cc1C(=O)c1ccccc1)c1ccccc1 (stereo not drawn)
    /	5.2
35: CN1CCc2cccc(Cl)c2CC1
    81.4	/
36: Cc1ccc(C=C2C(=O)NC(=O)NC2=O)o1
    /	1.3
37: O=C(Nc1cccc(OC(=O)N2CCOCC2)c1)N1CCOCC1
    114.5	4.5
38: CCCN1C2CCCC1CC(NC(C)=O)C2 (stereo not drawn)
    98.1	-1.4
39: Cn1nc(N)c2c1N=P(N1CCOCC1)(N1CCOCC1)N=C2c1ccccc1
    102.6	9.1
40: O=[N+]([O-])c1ccc(NCC(O)c2ccccc2)c2ncccc12 (stereo not drawn)
    /	-7.2
41: O=C1/C(=C/c2ccccc2O)N2CCC1CC2
    /	4.1
42: CN1C(=O)C(C2(C#N)CCCCC2)C(=O)N(C)C1=O
    73.0	-9.3
43: CC1CN=C(Nc2ccccc2)S1 (stereo not drawn)
    91.9	2.1
44: CC1=CC(=O)NP(=O)(Oc2ccc3ccccc3c2)N1 (stereo not drawn)
    100.3	-3.7
45: O=C(c1ccccc1)c1cc(Cl)ccc1N1C(=O)c2cccc([N+](=O)[O-])c2C1=O
    75.4	/
46: Clc1ccccc1CNCCc1c[nH]c2ccccc12
    /	5.3
47: CCN(CC)C(=O)c1ccc(N2C(=O)C3CC=C(Cl)CC3C2=O)cc1 (stereo not drawn)
    94.4	4.3
48: O=C(CSc1ccccc1)N1CCC2(CC1)OCCO2
    81.1	4.2
49: CCOC(=O)c1c(N)n(CCN2CCCCC2)c2nc3ccccc3nc12
    /	5.6
50: CCCC1=C(C(=O)OCC)C2(C(=O)Nc3ccc(C)cc32)C(C#N)=C(N)O1 (stereo not drawn)
    127.5	2.7
51: CCC(=Nc1ccccc1NC(C)=O)c1c(O)n(C)c(=O)n(C)c1=O
    77.6	2.7
52: CC(C)(C)c1ccc(OCCOc2ccccc2C=C2C(=O)NC(=O)NC2=O)cc1
    /	0.0
53: CCOc1ccc(N2C(=O)/C(=C/c3ccc(C)o3)C(=O)NC2=S)cc1
    /	23.8
54: CCNCCNc1ccc([N+](=O)[O-])c2cccnc12
    117.9	/
55: Cc1cc(N2C(=O)C3CCCN3C2c2ccccc2)no1 (stereo not drawn)
    111.8	1.5
56: CNC(C(=O)c1ccccc1)C(OC)c1ccccc1 (stereo not drawn)
    140.2	1.1
57: Cc1ccc2c(c1)[C@@H]1CN(C)CC[C@@H]1N2C(=O)Nc1cccc(C(F)(F)F)c1
    115.7	-5.6
58: COC(=O)C1C2c3ccccc3OC1(C)N=c1s/c(=C/c3cnn(C)c3C)c(=O)n12 (stereo not drawn)
    74.1	8.1
59: CCCCn1c(O)c(C=NCCCn2ccnc2)c(=O)[nH]c1=O
    100.0	4.8
60: O=C(COc1ccc(Cl)cc1)N1CCN(Cc2ccc([N+](=O)[O-])cc2)CC1
    /	-10.8

# In another format: entries from further up
48: O=C(CSc1ccccc1)N1CCC2(CC1)OCCO2
49: CCOC(=O)c1c(N)n(CCN2CCCCC2)c2nc3ccccc3nc12
assay / entry | 48 | 49
BAP1 block | 81.1 | /
HePTP inhibitor | 4.2 | 5.6

# The results go on:
# Each structure is followed by: BAP1 block	HePTP inhibitor
61: COc1ccc(C(C#N)C(C)=O)cc1OC (stereo not drawn)
    62.5	/
62: CC(/C=C/c1c[nH]c2ccccc12)=N/O
    /	3.0
63: FC(F)(F)c1ccc2c(c1)nnn2C1CCN(Cc2nnnn2Cc2ccccc2)CC1
    66.3	5.3
64: Cc1occc1C(=O)N1CCC2(CC1)OCCO2
    108.0	4.8
65: CCCCn1c(O)c(C(CC)=NCCCN(C)C)c(=O)[nH]c1=O
    98.5	2.7
66: Cc1ccc2c(c1)CNc1ccccc1O2
    100.6	9.3
67: CC(Cc1ccccc1)NC(=O)NC(=O)Cc1ccccc1 (stereo not drawn)
    /	-16.2
68: O=c1[nH]c(=O)n(-c2ccc(F)cc2)c(O)c1C=Nc1ccccc1N1CCCC1
    51.8	-3.3
69: O=C1NC(=S)N(c2cccc(Br)c2)C(=O)/C1=C/c1cccs1
    /	5.4
70: Clc1ccc(OCCCn2ccnc2)cc1
    /	-12.9
71: CCOc1cccc(C(O)CNC)c1 (stereo not drawn)
    178.9	/
72: O=C1NCN(c2ccccc2)C12CCN(CC1COc3ccccc3O1)CC2 (stereo not drawn)
    90.3	/
73: C=CCc1cc(/C=C2/C(=O)NC(=O)N(c3ccc(C(C)C)cc3)C2=O)cc(OC)c1O
    /	3.3
74: CSC1=NP(=S)(SC)N(C)c2nc3n(c21)CCC3 (stereo not drawn)
    101.4	1.0
75: CCOc1ccccc1-n1c(O)c(C=Nc2ccc(N(CC)CC)cc2)c(=O)[nH]c1=O
    96.5	-2.1
76: CCCN(CCC)[C@@H]1CCc2c(F)ccc(O)c2C1
    94.7	/
77: Cc1cccc(CN2CCN(C(=O)COc3ccc(Cl)cc3)CC2)c1
    /	8.5
78: COc1cccc(Oc2c(C)oc3cc(OC(=O)N(C)C)ccc3c2=O)c1
    /	-1.0
79: CN(C)c1ccc(N=Cc2c(O)n(CCC3=CCCCC3)c(=O)[nH]c2=O)cc1
    50.9	7.2
80: O=C1NC(=O)C(=Cc2cc(Cl)c(O)c(Cl)c2)C(=O)N1
    /	-12.9
81: c1ccc(Cn2ccnc2)cc1
    142.0	9.3
82: O=c1c2ccccc2nc(/C=C/c2cccc(Br)c2)n1-c1ccccc1O
    /	-0.7
83: C=CCn1c(O)c(C(C)=Nc2ccc(N(C)C)cc2)c(=O)[nH]c1=O
    88.5	0.2
84: Cc1ccccc1CN1CCN(Cc2ccc(F)cc2)CC1
    /	-8.9
85: CC(Oc1ccc(-c2ccccc2)cc1)C(=O)O (stereo not drawn)
    79.1&50.3	5.7
86: CCn1nc(-c2ccccc2)nc2c(=O)n(C)c(=O)nc1-2
    52.9	?
